KCNH2 3.1 block: inhibitors of human KCNH2 3.1 potassium channel isoform; U2OS KCNH2 3.1, thallium flux FluxOr; hits give low values; activity change, % (tested at about 1.8 µM); 0.95% of 340,000 active;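 active = maximum activity change below -70%; inconclusive = maximum activity change from -70% to -50%; inactive = maximum activity change above -50%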;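 note: thallium influx rate constant from kinetic fluorescence after stimulation buffer; % is set by controls: 0 for no effect and ±100 for the full control effect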
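We transduce U2OS cells with the mutant 3.1 virus, culture them overnight, load FluxOr with Red40 quencher for 45 min, then add stimulation buffer and read kinetically for 2 min to derive a normalized rate constant.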
TRPV1 ag: human TRPV1 agonism | 0.19% of 320,000 active | TRPV1-expressing cells, Fluo-8 calcium influx, agonist mode | Q8NER1 | activation, % at 8.33 µM; in the data active = activation above about 80%; inconclusive = between about 30% and that limit; note: 0% is about no effect
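TRPV1-expressing cells were cultured overnight at 35.5C and loaded with Fluo-8 calcium dye for 40 to 90 min at room temperature. After a 10 s baseline, compound was added and calcium influx was read kinetically for 3 min (ex 480/em 520 nm).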
hERG WT inh: inhibitors of human wildtype KCNH2 potassium channel. Q12809. U2OS, BacMam KCNH2, thallium flux FluxOr; hits give low values. activity change, % at 1.84 µM. 0.37% of 340,000 active;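 active = maximum activity change below -70%; inconclusive = maximum activity change between -70% and -50%; inactive = maximum activity change above -50%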; note: % is set by controls: 0 for no effect and ±100 for the full control effect
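U2OS cells were transduced with wild-type KCNH2 virus (2.03 x 10^8 / mL) for 4 h at room temperature, then cultured overnight at 37 C. Thallium flux was read with FluxOr dye. Rate constants were normalized to DMSO controls.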
CXXC DNA block: blocks binding of human MLL CXXC domain to DNA; Q03164; MLL-CXXC / FITC-HOXA9 DNA fluorescence polarization; Potency, µM (highest dose often 115 µM), inactives show top-dose activity change, negative = inhibition, hits mostly inhibitors; 0.037% of 290,000 active; active = well fitted inhibition curve with a large enough effect in the polarisation, with a control signal flat, not every such curve was filed as active; inconclusive = small, poorly fitted or top-dose-only effect, or effect the other way, or a change in a side signal; inactive = no such curve, though single readings can be large or run the other way; the % refers to the polarisation; note: potency is the fitted concentration of half-maximal effect
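Purified MLL-CXXC (added from a 7 uM solution) was preincubated 5 min at ambient with pinned compounds in 50 mM Tris-HCl pH 7.5, 50 mM NaCl, 1 mM DTT, 0.05% BSA. Fluorescein-labeled HOX-A9 DNA (50 nM solution) followed, 30 min, then polarization read.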
Menin MLL FP TR: inhibitors of human menin-MLL interaction, mutant MLL peptide; O00255; Menin + Texas Red MLL mutant peptide, fluorescence polarization; Potency, µM (top dose mostly 61.6 µM), for the others: at the highest dose FP activity change, negative = inhibition, usual class: inhibitors; 0.23% of 270,000 active; AID 1768; active = well fitted inhibition curve with a large enough effect in the polarisation, with a control signal flat, not every such curve was filed as active; inconclusive = small, poorly fitted or top-dose-only effect, or effect the other way, or a change in a side signal; inactive = no such curve, though single readings can be large or run the other way; the % refers to the polarisation; note: potency is the fitted concentration of half-maximal effect; % of control where 0% means no effect; many of its hits are not listed in these tables
GALK inh: inhibitors of human galactokinase; P51570; Potency, µM (highest dose often 57.5 µM), for inactives: at the top dose activity change, negative = inhibition, most hits filed as inhibitors; 0.007% of 270,000 active; Purified GALK, Kinase-Glo residual ATP luminescence; note: potency is the fitted concentration of half-maximal effect; % is set by controls: 0 for no effect and ±100 for the full control effect
Target sequence (P51570 whole entry, looked up): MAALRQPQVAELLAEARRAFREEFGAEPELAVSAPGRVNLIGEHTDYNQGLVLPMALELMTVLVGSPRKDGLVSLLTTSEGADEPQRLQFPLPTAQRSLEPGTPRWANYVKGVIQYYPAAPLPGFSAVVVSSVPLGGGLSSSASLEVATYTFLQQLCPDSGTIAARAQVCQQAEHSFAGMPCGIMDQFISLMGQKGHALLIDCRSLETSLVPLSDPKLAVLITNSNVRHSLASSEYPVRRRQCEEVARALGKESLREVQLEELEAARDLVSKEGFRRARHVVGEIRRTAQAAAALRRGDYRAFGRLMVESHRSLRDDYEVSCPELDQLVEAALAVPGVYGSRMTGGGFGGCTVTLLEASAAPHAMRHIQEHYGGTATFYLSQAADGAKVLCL
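Luminescence from leftover ATP (Ultra-Glo luciferase/luciferin) served as read-out after a 1 h room-temperature reaction of 5 nM GALK with 35 uM ATP and 100 uM galactose.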
Giardia kill: kills Giardia lamblia; activity change, % at 7.66 µM, hits read low; Giardia lamblia trophozoite viability; 0.15% of 340,000 active; in the data active = activity change below about -80%; inconclusive = between about -30% and that limit;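 note: parasites exposed to compound for two days anaerobically before the ATP read; % is set by controls: 0 for no effect and ±100 for the full control effect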
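Giardia trophozoites, 100 cells per well, were exposed to compounds for 48 hrs at 37 deg C under anaerobic conditions; viability was then read as ATP content by bioluminescence after 15-30 min at room temperature.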
USP2a inh: USP2a (human) protease inhibition | AID 463254 | USP2 core, Ub-CHOP2 coupled fluorogenic reporter, 485/531 | Potency, µM (highest dose often 38.3 µM), without a hit: top-dose activity change, negative = inhibition, most hits filed as inhibitors | 0.01% of 330,000 active;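 note: potency is the fitted concentration of half-maximal effect; plate controls were DMSO wells for no effect and full inhibition by NEM control for full effect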
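USP2 core (10nM final) preincubated 30min RT with compound in 20mM Tris-HCl pH 8.0, 2mM CaCl2, 2mM beta-mercaptoethanol, 0.05% CHAPS; 25nM Ub-CHOP2 plus 25nM reporter substrate added, fluorescence (Ex485/Em531) read after 60min.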
PKM2 act: activators of human pyruvate kinase M2; P14618; purified PKM2, Kinase-Glo ATP luminescence, activation; response scale: 0% is enzyme alone, no compound; Potency, µM (top dose mostly 57.5 µM), for inactives: at the highest dose activation, actives largely listed as activators; 0.34% of 260,000 active; note: potency is the fitted concentration of half-maximal effect; % is set by controls: 0 for no effect and ±100 for the full control effect; nearly all actives have a fitted effect of over 55% in size
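hPK-M2, >95% pure; 0.1 mM ADP / 0.5 mM PEP final; imidazole pH7.2 buffer w/ 7 mM MgCl2, 50 mM KCl; 1 h RT; Kinase-Glo lum. Intermediate enzyme activity for dual inhibitor/activator qHTS.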
Coupling enz: counter-screen for Giardia aldolase inhibitors: coupling enzyme system. 0.67% of 290,000 active. coupling enzyme system counterscreen, AmpLite Red fluorescence. AID 2472. activity change, negative = inhibition, % at 58.2 µM, hits read low; in the data active = activity change below about -30%; note: % is set by controls: 0 for no effect and ±100 for the full control effect
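First, compound is pin-transferred into glyceraldehyde-3-phosphate coupling-enzyme reagent at 57.5 uM final and held 10 min at RT. Next, substrate, coupling system and AmpLite Red are added. After 20 min RT, fluorescence (525/598 nm) is read.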
B2AR arrestin: agonists driving beta-arrestin recruitment to human beta2-adrenergic receptor; P07550; beta-arrestin recruitment to beta2AR, cell-based reporter; Potency, µM (titrated, usually from 46.1 µM), for inactives: top-dose activation, actives largely listed as activators; 0.02% of 330,000 active; AID 492947;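 note: potency is the fitted concentration of half-maximal effect; 0% = DMSO controls and full agonism = EC100 isoproterenol or metaproterenol; nearly all actives have a fitted effect of over 65% in size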
Target sequence (P07550 whole entry, looked up): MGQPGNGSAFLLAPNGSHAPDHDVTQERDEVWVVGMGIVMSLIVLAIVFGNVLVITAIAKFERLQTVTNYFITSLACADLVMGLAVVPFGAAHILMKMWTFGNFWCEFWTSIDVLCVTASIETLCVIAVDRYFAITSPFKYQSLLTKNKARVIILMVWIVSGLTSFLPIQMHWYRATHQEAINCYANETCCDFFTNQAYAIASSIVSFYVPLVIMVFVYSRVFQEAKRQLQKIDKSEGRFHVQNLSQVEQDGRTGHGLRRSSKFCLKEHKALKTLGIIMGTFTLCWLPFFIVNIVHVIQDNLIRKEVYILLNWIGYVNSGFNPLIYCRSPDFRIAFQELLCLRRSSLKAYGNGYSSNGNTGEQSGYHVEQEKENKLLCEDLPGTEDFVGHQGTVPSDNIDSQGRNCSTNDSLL
* marks the source's active call; other numbers are inactive results; ? = inconclusive; / = not tested or not shown; [ ] = dose if it differs, or a comment. Unless noted, calls come from the whole dose curve; as a rule, active = well fitted curve in the direction sought with a large enough effect; inconclusive = small, poorly fitted or top-dose-only effect, or another doubt; inactive = no such curve, though single readings can be large; an effect the other way counts as inactive or inconclusive. The list is partial (hit frequency here may not be typical).

1. CCCn1c(N2CCN(S(=O)(=O)Cc3ccccc3)CC2)nc2ccccc21
2. NC(=O)c1cc(N2C(=O)C3CC=CCC3C2=O)ccc1N1CCCCC1 (stereo not given)
3. CCN(C(=O)COC(=O)CCCOc1ccccc1)c1c(N)n(Cc2ccccc2)c(=O)[nH]c1=O
4. Clc1ccc(-c2csc(-c3ccno3)n2)cc1
5. CCC(=O)N(CCC(Cc1ccccc1)c1ccco1)Cc1ccco1 (stereo not given)
6. CC1CCCC(C)N1CCCNC(=O)CN1C(=O)c2cccnc2Oc2ccc(Cl)cc21 (stereo not given)
7. Cc1ccc(NC(=O)CSC2=C(C#N)C(c3ccc4c(c3)OCO4)CC(=O)N2)cc1C (stereo not given)
8. CCn1c(SCC(=O)Nc2cc(Cl)ccc2OC)nnc1C1CC1
9. CCN(CC)c1ccc(C(=O)Nc2cccc(F)c2)cc1
10. CC(C)[C@H](NS(=O)(=O)c1ccc2c(c1)OCCO2)C(=O)OCC(=O)Nc1ccccc1

Screen / compound no.,1,2,3,4,5,6,7,8,9,10
KCNH2 3.1 block,-36,2,-3,-9,21,-10,-13,-1,-12,-2
TRPV1 ag,3,0,-1,-1,25,0,4,-3,?,2
hERG WT inh,-3,-1,3,-10,3,0,-7,-18,-38,13
CXXC DNA block,8%,2%,/,-13%,3%,/,-2%,2%,-5%,4%
Menin MLL FP TR,-10%,1%,/,/,?,4%,?,-17%,?,1%
GALK inh,-2%,14%,/,3%,6%,/,-1%,6%,-3%,1%
Giardia kill,12,-13,24,3,0,-3,-17,6,-9,9
USP2a inh,2%,1%,-3%,4%,-3%,2%,-5%,2%,0%,3%
PKM2 act,5%,-1%,/,-5%,6%,3%,3%,/,3%,0%
Coupling enz,11,-1,/,3,9,1,-2,-6,1,0
B2AR arrestin,-0.2%,0.2%,0.3%,-0.3%,0.1%,0.6%,-0.8%,-0.3%,1.2%,-1.5%

11. Cc1ccc(NC(=O)CN(C)C(=O)COC(=O)c2ccc(Cl)cc2O)cc1
12. C[C@H](CO)N1C[C@H](C)[C@@H](CN(C)S(=O)(=O)c2cccs2)Oc2ccc(NC(=O)NC3CCCCC3)cc2C1=O
13. CC(C)(C)NC(=O)CN(C(=O)CS(=O)CC(=O)Nc1ccc(F)cc1)c1ccccc1F (stereo not given)
14. COc1ccccc1NC(=O)C(C)OC(=O)COc1cccc2c1OC(C)(C)C2 (stereo not given)
15. COCCn1c(C2CCCCC2)nc2sc3ccccc3c(=O)c2c1=O
16. Cn1nc(-c2ccccc2)cc1NC(=O)Nc1ccc(C(C)(C)C)cc1
17. Nc1ccc(S(=O)(=O)N2CCc3ccccc32)cc1
18. Cc1ccc(NC(=O)CCCCCCCCCCC2COCCO2)c(C)c1 (stereo not given)
19. COc1ccc(NC(=O)CC2C(=O)N(c3ccc(F)cc3)C(=S)N2NC(=O)c2ccc(Cl)cc2)cc1 (stereo not given)
20. CCCCn1c(N)c(N(CC)C(=O)C(c2ccccc2)c2ccccc2)c(=O)[nH]c1=O

Screen / compound no.,11,12,13,14,15,16,17,18,19,20
KCNH2 3.1 block,-11,-18,2,15,-11,23,2,12,-5,20
TRPV1 ag,9,/,1,7,1,-3,-5,-7,6,1
hERG WT inh,1,25,3,4,-11,17,-13,-7,-18,-2
CXXC DNA block,/,/,9%,/,23%,3%,-1%,-12%,5%,-1%
Menin MLL FP TR,/,/,12%,/,?,/,15%,-6%,?,-1%
GALK inh,/,/,12%,/,0%,-2%,-3%,-2%,0%,-1%
Giardia kill,-3,-15,-21,14,-8,40[activator],-4,14,-9,-5
USP2a inh,2%,3%,-1%,-2%,0%,-10%,1%,2%,-10%,4%
PKM2 act,/,/,-5%,/,4%,1%,1%,-11%,-6%,2%
Coupling enz,/,/,1,/,1,-5,0,7,0,-1
B2AR arrestin,-0.3%,0.2%,-2.0%,0.0%,0.1%,-0.4%,-0.4%,-0.6%,15%,0.2%

21. COc1cccc(N2C(=O)C(CC(=O)Nc3ccccc3)N(C3CCCCC3)C2=O)c1 (stereo not given)
22. Cc1ccc(-c2nnc(SCC(=O)NNC(=O)COc3cccc4ccccc34)n2C)cc1
23. O=C(O)COc1ccccc1-c1ccccc1
24. CCOC(=O)C1CCCN(Cc2cc(=O)oc3cc(C)c(C(C)C)cc23)C1 (stereo not given)
25. CC(C)c1ccc(-c2cc(C(=O)N3N=C(C(F)F)CC3(O)C(F)F)c3ccccc3n2)cc1 (stereo not given)
26. COCCn1c(SCC(=O)NCc2ccc3c(c2)OCO3)nnc1C(C)C
27. Cc1ccccc1Cn1nc(C)c(NC(=O)c2cc3nc(-c4ccco4)cc(C(F)(F)F)n3n2)c1C
28. O=C(CCCn1c(=S)[nH]c2ccccc2c1=O)NC1CCCC1
29. O=C(NNc1c(Cl)cccc1Cl)c1cccs1
30. Cc1ccccc1Cn1nc(C)c(NC(=O)c2noc3c2CCCC3)c1C

Screen / compound no.,21,22,23,24,25,26,27,28,29,30
KCNH2 3.1 block,6,/,-14,5,-8,-4,13,-5,11,-6
TRPV1 ag,2,-1,1,?,19,0,-1,-3,/,2
hERG WT inh,6,/,-1,-14,9,9,4,2,0,-10
CXXC DNA block,3%,3%,8%,12%,2%,14%,4%,0%,-17%,-2%
Menin MLL FP TR,?,-7%,/,?,-8%,3%,-15%,-1%,/,-22%
GALK inh,-1%,1%,-3%,5%,-1%,9%,2%,2%,-7%,0%
Giardia kill,11,/,5,24,-6,8,-2,10,0,8
USP2a inh,4%,-7%,0%,-2%,1%,3%,-1%,0%,-1%,1%
PKM2 act,2%,-2%,4%,1%,6%,0%,2%,19%,9%,1%
Coupling enz,2,3,5,4,-8,1,4,2,0,1
B2AR arrestin,-1.0%,-0.4%,-0.8%,-0.3%,0.2%,-0.3%,0.2%,-1.0%,2.8%,-0.3%

2 compounds drawn at random from those above, as already listed:
24. CCOC(=O)C1CCCN(Cc2cc(=O)oc3cc(C)c(C(C)C)cc23)C1 (stereo not given)
23. O=C(O)COc1ccccc1-c1ccccc1

Screen / compound no.,24,23
KCNH2 3.1 block,5,-14
TRPV1 ag,?,1
hERG WT inh,-14,-1
CXXC DNA block,12%,8%
Menin MLL FP TR,?,/
GALK inh,5%,-3%
Giardia kill,24,5
USP2a inh,-2%,0%
PKM2 act,1%,4%
Coupling enz,4,5
B2AR arrestin,-0.3%,-0.8%

Continuation:
31. O=C(NCc1cccnc1)C(=O)NCC1OCCN1S(=O)(=O)c1ccc(Cl)cc1 (stereo not given)
32. COc1ccc(C(CNC(=O)c2ccc(NS(=O)(=O)c3cccc([N+](=O)[O-])c3)cc2)N2CCOCC2)cc1 (stereo not given)
33. CCn1c(SCC(=O)Nc2ccc3c(c2)OCCO3)nc2c(c1=O)SC(C)C2 (stereo not given)
34. Cc1ccc(CNC(=O)CSc2nccn(-c3ccc(C)c(F)c3)c2=O)cc1
35. CN(C)CCOc1cc(Cl)cc(Cl)c1
36. Cn1c(-c2sccc2OCc2ccc(Cl)cc2Cl)n[nH]c1=S
37. O=C(Nc1ccc(Br)c(Cl)c1)C1CC1
38. O=C(NCCc1ccccc1)c1cccc(N2C(=O)C3CC=CCC3C2=O)c1 (stereo not given)
39. CCCCC1CC(CSC(=N)N)OC1=O (stereo not given)

Screen / compound no.,31,32,33,34,35,36,37,38,39
KCNH2 3.1 block,-4,6,8,9,-3,21,2,-2,0
TRPV1 ag,-2,-2,-4,17,-3,15,?,4,-1
hERG WT inh,9,6,10,2,15,-1,2,-11,-5
CXXC DNA block,4%,?,-6%,/,10%,14%,22%,5%,4%
Menin MLL FP TR,-3%,12%,-2%,/,0%,-17%,31%[activator],18%,?
GALK inh,/,7%,-2%,/,1%,0%,-1%,7%,-1%
Giardia kill,-18,18,1,7,20,6,-22,13,0
USP2a inh,3%,1%,1%,0%,0%,1%,1%,5%,-5%
PKM2 act,0%,-7%,-1%,/,-18%,-12%,2%,0%,-8%
Coupling enz,0,6,6,/,4,-1,1,1,5
B2AR arrestin,1.1%,0.0%,0.1%,-0.9%,-0.6%,0.4%,0.1%,0.1%,-0.6%

Arranged by value in CXXC DNA block (falling): 4 of the compounds above
cpd	Molecule	CXXC DNA block
35	CN(C)CCOc1cc(Cl)cc(Cl)c1	10%
39	CCCCC1CC(CSC(=N)N)OC1=O (stereo not given)	4%
17	Nc1ccc(S(=O)(=O)N2CCc3ccccc32)cc1	-1%
29	O=C(NNc1c(Cl)cccc1Cl)c1cccs1	-17%

Source: PubChem
